Screening data as filed in PubChem BioAssay.
CaV13 FRET inh = Primary screen for inhibitors of IQ motif and Ca2+-dependent inactivation inhibitor domain binding in CACNA1D, Förster resonance energy transfer in living cells, …. HEK cells, CFP/YFP FRET ICDI-IQ, plate reader, 10 min; percent FRET-ratio fall versus neutral wells. inhibition, % at 12.3 µM. 340,000 tested, 0.098% active. AID 743397;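 active = mean replicate inhibition of at least 30% and at least 1% of replicates passing that level; inconclusive = only one of the two criteria is met; inactive = neither criterion is met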;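 also: 0% = median of the neutral control wells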
H9c2 protect = cardioprotection against H2O2-induced cell death, primary screen, uHTS, H9c2 cells, ATPLite luminescence. H9c2 cardiomyocytes, H2O2 injury protection, 2 h. protection from H2O2 cell death, % at 20 µM. 360,000 tested, 0.63% active. AID 588492, 2011;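 active = compounds giving at least 50% protection of heart cells from peroxide-induced death in the single-dose screen, raw or plate-pattern-corrected value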;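 also: 0% = DMSO wells with peroxide and 100% = DMSO wells without peroxide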
ABHD5-PLIN5 inh = ABHD5-PLIN5 interaction inhibitors, primary screen, cell lysate, split luciferase complementation, luminescence; Perilipin-5 (Homo sapiens) + 1-acylglycerol-3-phosphate O-acyltransferase ABHD5 (Homo …; Split G. princeps luciferase complementation, 4 h; inhibition, % at 4 µM; 360,000 tested, 0.78% active; AID 602281, 2012;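 active = inhibition above the mean inhibition across every tested compound plus 3 SD, cut at about 22% in these data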;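 also: 0% = DMSO only wells and the 100% control is not disclosed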
Target sequence (Q00G26 whole entry, looked up): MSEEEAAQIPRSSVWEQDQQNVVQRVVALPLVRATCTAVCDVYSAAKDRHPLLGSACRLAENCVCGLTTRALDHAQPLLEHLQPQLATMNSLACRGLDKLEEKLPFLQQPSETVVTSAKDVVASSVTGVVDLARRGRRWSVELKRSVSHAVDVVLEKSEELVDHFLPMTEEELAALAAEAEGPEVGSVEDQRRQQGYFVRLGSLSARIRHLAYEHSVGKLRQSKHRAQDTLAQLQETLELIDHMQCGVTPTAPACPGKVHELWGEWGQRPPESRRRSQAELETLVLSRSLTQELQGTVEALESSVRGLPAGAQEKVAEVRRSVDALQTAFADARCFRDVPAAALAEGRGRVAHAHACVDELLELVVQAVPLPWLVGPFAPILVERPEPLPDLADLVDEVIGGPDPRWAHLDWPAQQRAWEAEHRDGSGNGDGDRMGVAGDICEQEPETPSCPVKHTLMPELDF
Target sequence (Q8WTS1 whole entry, looked up): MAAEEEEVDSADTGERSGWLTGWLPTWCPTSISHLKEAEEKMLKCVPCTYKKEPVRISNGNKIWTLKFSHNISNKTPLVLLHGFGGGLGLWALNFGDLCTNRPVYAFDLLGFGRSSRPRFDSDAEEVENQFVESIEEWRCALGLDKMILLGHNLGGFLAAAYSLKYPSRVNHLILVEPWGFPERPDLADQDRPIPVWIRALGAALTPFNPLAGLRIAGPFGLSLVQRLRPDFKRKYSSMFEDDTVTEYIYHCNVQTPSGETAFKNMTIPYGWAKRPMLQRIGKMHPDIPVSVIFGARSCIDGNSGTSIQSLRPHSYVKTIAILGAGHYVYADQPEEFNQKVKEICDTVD
PDI turbidity = inhibitors of human PDI, primary screen, biochemical, turbidity, single point, plate reader | Protein disulfide-isomerase (Homo sapiens), P07237 | PDI insulin aggregation turbidity, A650, 90 min | inhibition, % at 10 µM | 350,000 tested, 0.052% active | AID 588391, 2011;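 active = mean inhibition across replicates of 30% or more, whatever share of single replicates reach that level; inconclusive = mean inhibition below 30% while every single replicate reaches 30%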;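 also: absorbance from insulin aggregation driven by PDI reduction with DTT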
ABCB6 inh MLPCN = ABCB6 transporter inhibitors, primary screen, K562-ABCB6 cells, flow cytometry, MLPCN library | AID 602162, 2011 | K562-ABCB6 porphyrin accumulation, 1 h; active compounds read low | ATP-binding cassette sub-family B member 6 (Homo sapiens), Q9NP58 | 360,000 tested, 0.19% active | fluorescence ratio to DMSO, % at 10 µM;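 active = fluorescence ratio to DMSO below 75%, the collection mean minus 3 SD; inconclusive = too few cells collected in the well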;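 also: signal is porphyrin accumulated inside mitochondria; 100% equals median channel fluorescence of DMSO control wells; lower ratio means ABCB6 inhibition with less porphyrin fluorescence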
MC4R antagonist = MC4R antagonists of cAMP signaling, primary screen, cell-based, TR-FRET, antagonist arm of biased-ligand search; MC4R-expressing cells, MTII-stimulated cAMP, LANCE TR-FRET; inhibition, % at 6.5 µM; Melanocortin receptor 4 (Homo sapiens), P32245; 360,000 tested, 0.48% active;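 active = inhibition above its plate's cutoff, the mean of tested wells on that plate plus 3 SD, cut at about 29% in these data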;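 also: 0% = Melanotan II alone and 100% = Melanotan II plus saturating MCL0020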
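Material – human MC4R-expressing U2OS cells · Repeats – no replicates · Detection – TR-FRET with Eu-cAMP and labeled anti-cAMP, 671 nm · Times – compound 30 min, challenge 1 h, detection 1 h · Compound – single nominal compound dose of 6.5 µM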
HTR2A ag = mouse Htr2a agonists via beta-arrestin recruitment, primary screen, cell-based, luminescence; 360,000 tested, 0.66% active; 5-hydroxytryptamine receptor 2A (Mus musculus), P35363; CHO-K1 mHTR2A beta-arrestin complementation; percent of 30 µM serotonin response; AID 624169, 2012; activation, % at 7.6 µM;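 active = activation above a run cutoff, the mean activation of all tested compounds plus 3 SD, cut at about 14% in these data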;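 also: 0% = plate median of compound wells and 100% = 30 µM serotonin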
Granule exo inh = LAMP-1 surface exposure blockers, TALL-104 cells – cell-based, flow cytometry, MLPCN library, primary screen. TALL-104 LAMP-1 surface exposure; cells stimulated with thapsigargin and PMA. inhibition, % at 10 µM. 360,000 tested, 0.66% active;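 active = inhibition above about 55%, limit read from the data; inconclusive = no clear call, values can overlap the other calls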
Glyco luc inh = increase of ERlucT glycosylation luciferase signal, primary screen, N-linked glycosylation inhibitor project, D54 ERlucT cells, luminescence, set 2; D54 ERlucT glycosylation luciferase reporter, 24 h; percent of 100 nM tunicamycin response; reporter increase, % at 12.5 µM; 360,000 tested, 0.23% active; AID 588692, 2011;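 active = mean luciferase reporter signal, scaled so untreated is 0 and the glycosylation-blocking control 100, at or above a set limit in every replicate; inconclusive = mean reaches the limit but not every replicate does; inactive = mean below the limit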;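 also: luciferase carries N-glycosylation sites so blocking glycosylation raises the light; 0% = median of neutral control wells and 100% = median of 100 nM tunicamycin wells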
MC4R ag barr = MC4R agonists recruiting beta-arrestin, primary screen, cell-based, luminescence, agonist arm of biased-ligand search; Melanocortin receptor 4 (Homo sapiens), P32245; U2OS MC4R beta-arrestin complementation; percent of melanotan II response, DMSO zero; activation, % at 8.9 µM; 360,000 tested, 0.98% active; AID 540308, 2011;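 active = activation above a per-plate cutoff, the mean activation of sample wells on that plate plus 3 SD, cut at about 8% in these data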
* marks the source's active call; other numbers are inactive results; ? = inconclusive; . = not tested or not shown. Outcome played no part in choosing rows, and some 4.2% of all compounds hit somewhere here.

SMILES | CaV13 FRET inh | H9c2 protect | ABHD5-PLIN5 inh | PDI turbidity | ABCB6 inh MLPCN | MC4R antagonist | HTR2A ag | Granule exo inh | Glyco luc inh | MC4R ag barr
CCOc1ccc(Cn2nnc(C(=O)Nc3ccc(OC)cc3OC)c2N)cc1 | 2.8 | -16.1 | 0.2 | . | 100.0 | -13.8 | 3.7 | 1.4 | 0.2 | 1.6
O=C(c1ccco1)N1CCN(Cc2cc(=O)c(OCc3ccc(F)cc3)co2)CC1 | -3.1 | 5.3 | -0.7 | 1.7 | 100.0 | 0.7 | -5.4 | 4.7 | 0.3 | -2.2
COc1ccc(NC(=O)Cn2c(=O)oc3cc(Cl)ccc32)c(OC)c1 | -20.0 | -2.0 | 6.1 | -4.3 | 92.0 | -2.8 | 10.1 | ? | -0.5 | 1.6
O=C(Nc1ccc(F)cc1)N1CCN(c2ccc(F)cc2)CC1 | -3.5 | 12.0 | 4.2 | 7.5 | 96.0 | 6.3 | -0.7 | -6.1 | 2.2 | -0.3
CC1CCCC(NC(=O)CCN2C(=O)COc3ccccc32)C1C (stereo unspecified) | -4.3 | 5.1 | -6.3 | 1.9 | 96.0 | 4.0 | 4.6 | -4.0 | -0.4 | 0.0
Cc1c(C(=O)N2CCCCC2)c(S(=O)(=O)NCc2ccc(N(C)C)cc2)c(C)n1C | -6.0 | -0.3 | -3.7 | -1.9 | 94.0 | 3.0 | 4.9 | -1.0 | 0.6 | -3.5
Cc1cccc(C)c1NC(=O)C(c1ccc(C#N)cc1)n1c(=O)c(-c2cc3ccccc3[nH]2)nc2ccccc21 (stereo unspecified) | -13.0 | . | 3.1 | . | . | . | -1.6 | 1.6 | . | .
Fc1cccc(Oc2nc3ccccc3n3cccc23)c1 | . | -5.0 | -1.9 | 2.7 | 107.0 | -0.3 | 3.2 | 3.5 | -0.9 | 1.6
CCOc1ccc(C2C=C(c3ccccc3)Nc3nnnn32)cc1 (stereo unspecified) | -7.6 | -8.9 | 0.0 | -3.0 | 98.0 | 2.3 | 2.2 | 3.4 | -6.5 | 2.3
COc1ccc(NC(=O)/C=C/c2cc(OC)c(OC)c(OC)c2)cn1 | 0.3 | 0.5 | -5.1 | 7.1 | 101.0 | -0.2 | -1.3 | -0.5 | 1.0 | -0.3
CCn1ncc(Br)c1C(=O)Nc1ccc(F)c([N+](=O)[O-])c1 | -2.2 | 3.3 | -0.8 | -4.4 | 97.0 | 24.2 | 1.0 | 21.7 | 3.6 | 1.4
O=C1Nc2c(c(=O)[nH]c(=O)n2-c2ccccc2)C(C(F)(F)F)(C(F)(F)F)N1 | -8.4 | 5.6 | -1.5 | -6.7 | 106.0 | 3.1 | -0.4 | 0.3 | -0.8 | -0.5
O=C(Nc1ccc2[nH]ccc2c1)c1ccc(F)cc1 | -3.1 | -15.1 | 0.8 | 3.7 | 100.0 | 5.4 | -1.6 | 6.0 | -13.3 | 1.0
Cn1c(=O)c2c(nc(SCC(=O)NCc3ccc4c(c3)OCO4)n2Cc2ccc(F)cc2)n(C)c1=O | -5.2 | -4.1 | -4.7 | -3.5 | 97.0 | 2.6 | 0.4 | -3.7 | -0.9 | -2.0
COCc1[nH][nH]c(=O)c1/C=N/N1CCOCC1 | -2.2 | -0.1 | -18.9 | -6.6 | 101.0 | 0.1 | 4.1 | -3.2 | 0.4 | -0.7
Cc1cc(NC(=O)c2cccc(S(=O)(=O)N3CCC(C)CC3)c2)no1 | -8.4 | 0.7 | -9.3 | 0.9 | 96.0 | 2.9 | -4.7 | 14.1 | 3.0 | -2.2
O=C(NCCCN1CCCC1=O)c1ccc2c(=O)n(Cc3ccco3)c(=S)[nH]c2c1 | -4.9 | 6.6 | 9.0 | -4.0 | 87.0 | 13.2 | 4.9 | 2.7 | -0.1 | -3.5
COc1cc(S(=O)(=O)Nc2ccccc2)ccc1NC=O | -7.4 | 3.6 | 0.2 | 4.1 | 98.0 | -3.9 | -2.9 | 10.2 | 2.7 | -0.2
CCC(=O)NC(c1cccs1)c1cc([N+](=O)[O-])c2cccnc2c1O (stereo unspecified) | -2.2 | 44.2 | -6.0 | 1.0 | 100.0 | 8.5 | -4.2 | 3.5 | 1.1 | -3.8
Cc1nn(CCCC(=O)NCCCN2CCN(C)CC2)c(=O)c2c1sc1ccccc12 | -2.5 | -1.3 | -2.7 | 3.7 | 101.0 | 8.6 | 2.8 | 6.4 | 0.7 | -2.1

Part of the list above, limited to HTR2A ag, PDI turbidity and H9c2 protect.
Compound | HTR2A ag | PDI turbidity | H9c2 protect
COc1cc(S(=O)(=O)Nc2ccccc2)ccc1NC=O | -2.9 | 4.1 | 3.6
CCC(=O)NC(c1cccs1)c1cc([N+](=O)[O-])c2cccnc2c1O (stereo unspecified) | -4.2 | 1.0 | 44.2

(next part)
SMILES | CaV13 FRET inh | H9c2 protect | ABHD5-PLIN5 inh | PDI turbidity | ABCB6 inh MLPCN | MC4R antagonist | HTR2A ag | Granule exo inh | Glyco luc inh | MC4R ag barr
O=C(NCC(c1ccc(F)cc1)N1CCOCC1)c1nn(-c2ccccc2)c(=O)c2ccccc12 (stereo unspecified) | -2.5 | 7.4 | 5.3 | 8.9 | 89.0 | 10.5 | -4.5 | -0.2 | 4.6 | -1.6
C/C(=N\N1C(C)CCCC1C)c1ccccc1O (stereo unspecified) | -21.0 | -1.7 | -4.4 | 17.7 | 98.0 | 10.0 | 7.3 | -1.3 | 3.7 | 0.1
CN1CCN(CC(O)COc2ccc(OCC(O)CN3CCN(C)CC3)cc2)CC1 (stereo unspecified) | -5.6 | 6.5 | 1.1 | 0.4 | 97.0 | 0.5 | 1.9 | -0.3 | -1.0 | -2.1
Cn1c(C(=O)N2CCCC2)cc2c(=O)n(C)c3ccccc3c21 | -2.2 | 8.6 | 4.6 | . | 91.0 | -1.0 | 3.3 | -3.5 | -7.3 | -0.7
COc1ccc(-n2nc(C(=O)NCC(=O)N3CCC(C)CC3)c3ccccc3c2=O)cc1Cl | -6.9 | -3.4 | 5.4 | 3.9 | 98.0 | 16.2 | 3.8 | 16.3 | -3.5 | 1.7
Cc1ccc(S(=O)(=O)N2CCOc3ccccc32)c(C)c1NS(C)(=O)=O | -16.6 | 2.3 | -13.7 | 2.3 | 98.0 | 16.1 | -2.3 | 1.1 | -4.1 | 1.4
C/C(=N\NC(=O)c1ccc(O)cc1)c1ccc(NC(=O)Cc2ccccc2)cc1 | -7.2 | 2.1 | 2.9 | -6.0 | 99.0 | 2.2 | -5.1 | 0.3 | -0.7 | -0.2
COc1ccc(C(=O)Nc2ccc3c(c2)C(=O)NC3=O)cc1 | -7.6 | -3.0 | 3.0 | -5.4 | 100.0 | 1.3 | -0.5 | -4.6 | 1.3 | 0.7
CC1Cc2[nH]c(=S)[nH]c(=O)c2C(c2ccc(F)cc2)O1 (stereo unspecified) | -5.4 | . | 0.8 | . | 102.0 | . | -1.4 | -2.4 | . | .
O=C(CCN1CCN(S(=O)(=O)c2cccc([N+](=O)[O-])c2)CC1)Nc1ccccc1F | -5.1 | -5.8 | 2.8 | -0.8 | 93.0 | 9.4 | -3.2 | -3.2 | 1.4 | -3.3
Cc1ccc(S(=O)(=O)N2CCCCC2CCNC(=O)C(=O)NCc2ccncc2)cc1 (stereo unspecified) | -13.3 | 2.9 | 4.7 | 6.8 | 96.0 | 18.4 | 12.6 | -0.5 | -1.0 | -1.9
CCc1ccc(C(=O)COC(=O)[C@@H](NC(N)=O)[C@@H](C)CC)cc1 | -2.8 | -16.4 | -3.8 | 2.6 | 96.0 | 5.6 | 1.4 | 2.5 | -1.8 | -0.8
COC(=O)C1=C(N)Oc2cc(C)n(CCCn3ccnc3)c(=O)c2C1c1cccc(Cl)c1 (stereo unspecified) | . | 0.6 | 8.1 | 1.4 | . | 2.0 | -0.7 | -5.2 | -0.3 | -1.0
CC1CCN(C(=O)CN(C)S(=O)(=O)c2cccc3nsnc23)CC1 | -3.6 | 14.7 | -3.1 | -8.6 | 88.0 | -7.1 | -2.4 | -2.3 | -0.3 | -1.3
COc1ccc(C2N(c3cccc(Cl)c3)C(=O)C3CCCN32)cc1 (stereo unspecified) | -4.6 | -0.7 | -4.6 | . | 101.0 | -1.2 | 11.4 | -1.8 | -2.2 | -0.8
Cc1cc(N2CCN(Cc3ccccc3)CC2)n2nc(C)c(-c3ccccc3)c2n1 | -3.3 | -4.0 | -3.4 | -2.2 | 100.0 | 9.4 | 0.9 | 3.0 | -2.9 | -1.1
O=C(N/N=C/c1ccc(OC(=O)c2ccco2)cc1)c1ccc[n+]([O-])c1 | -2.1 | 1.7 | 5.0 | -6.1 | 98.0 | -9.7 | -0.3 | 16.4 | 1.3 | 0.0
CC(C)c1cc(-c2cc(C(=O)NCc3ccccc3)on2)nc(NCC2CC2)n1 | -5.4 | -11.9 | -15.3 | 6.0 | 97.0 | 1.1 | -0.7 | -5.3 | -1.8 | 0.1
O=C(Cn1cnc2c(nnn2Cc2ccc(F)cc2)c1=O)N1CCCc2ccccc21 | -10.5 | 2.9 | 6.3 | -1.8 | 99.0 | 2.3 | -0.7 | -1.3 | 0.2 | 0.5
N#Cc1ccc(C2=CC(=O)C[C@H](c3ccc4c(c3)OCO4)C2)cc1 | -4.4 | -1.9 | 2.4 | 6.3 | 96.0 | 7.5 | 0.1 | 15.6 | 1.1 | -0.4
CC1CN(C(=O)COC(=O)/C=C/c2cccc([N+](=O)[O-])c2)CC(C)O1 (stereo unspecified) | -5.5 | -3.4 | 2.8 | -0.9 | 94.0 | 7.6 | -1.4 | 2.8 | -2.6 | -3.6
CCCCC[C@H](O)/C=C/[C@@H]1[C@@H](C/C=C\CCCC(=O)OC)[C@@H](O)C[C@H]1O | . | 34.8 | 0.7 | -4.4 | 88.0 | -3.6 | -2.9 | 1.8 | 24.6 | -2.1
CCCCCOC(=O)C1=C(C)NC(=O)NC1c1ccc2c(c1)OCO2 (stereo unspecified) | 12.5 | -2.0 | 0.4 | 9.2 | 101.0 | -0.3 | -0.7 | -9.1 | -1.9 | 0.1
